High-throughput results (PubChem)
E-sel TNF inh: E-selectin induction blockers in HUVEC – imaging, immunofluorescence, high content, primary screen; AID 1246, 2008; inhibition, % at 2 µM; HUVEC TNFa-induced E-selectin immunofluorescence; 0.71% of 120,000 active;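 active = inhibition above the batch mean plus 3 SD, and confirmed as a hit on visual image review, cut at about 43% in these data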;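 also: 0% = TNF-stimulated DMSO wells and 100% = unstimulated control wells; not every result past the cut was called active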
Active calls of the source: *. This is a subset; rates above refer to the full screens.

SMILES | E-sel TNF inh
O=[N+]([O-])c1ccc(-c2ccc(/C=N/Nc3nc(NCc4ccccc4)nc(N4CCOCC4)n3)o2)cc1 | -19.0
Cc1nccn1CCCNC(=O)CC1C(=O)NCCN1Cc1ccc(Cl)c(F)c1 (configuration not stated) | -5.2
COc1ccc(OC)c(-c2nc(CN(C)C(C)c3ccncn3)c(C)o2)c1 (configuration not stated) | 4.6
CCN1CCN(CCOc2ccc(Br)cc2C)CC1 | -6.3
Cc1ccc(NC(=S)Nc2cc(-c3ccccc3)[nH]n2)cc1Cl | 8.7
CN1N=C(C(=O)N2CCc3c([nH]c4ccccc34)C2c2c(F)cccc2Cl)CCC1=O (configuration not stated) | 10.4
Cc1cc(C)cc(NC(=O)CSc2nncn2-c2ccccn2)c1 | 15.2
CCNC(=O)CCSc1nnc(-c2ccncc2)o1 | -13.7
COc1cc(/C=C2\SC(=S)N(CC(=O)NC(C)(C)C)C2=O)cc(OC)c1OC | -8.6
CC(=O)OCC1=C(C(=O)O)N2C(=O)C(NC(=O)Cn3nc(C(F)F)c(Cl)c3C)C2SC1 (configuration not stated) | -4.8
CCNC(=O)C/C(C)=N/NC(=O)C(=O)Nc1ccc(CC)cc1 | 0.3
CCCSc1nsc(NC(=O)CC)n1 | 10.3
COc1cccc(-n2nc(C#N)c(Cl)cc2=O)c1 | 97.7*
CCOC(=O)N1CCN(C(=O)CCCn2c(=S)[nH]c3ccsc3c2=O)CC1 | 8.9
CCC(CO)NC1=CC(=O)CCC1 (configuration not stated) | -44.2
Cc1nc2ccccc2c(C)c1C(=O)c1ccccc1 | -8.3
CC(=O)Nc1ccc(C(=O)OCC(=O)NC2CCCCCCC2)cc1 | 4.6
CN(Cc1ccccc1)C(=O)COC(=O)c1cncc(Br)c1 | 19.9
COc1cc(/C=N/Nc2ccc(Cl)c(C(=O)O)c2)ccc1OC(=O)c1ccco1 | -1.6
CCC(CC)C(=O)c1c[nH]c(C(=O)NCc2ccncc2)c1 | -11.7

Molecules from the list above that contain an NH in an aromatic ring (4):
SMILES | E-sel TNF inh
Cc1ccc(NC(=S)Nc2cc(-c3ccccc3)[nH]n2)cc1Cl | 8.7
CN1N=C(C(=O)N2CCc3c([nH]c4ccccc34)C2c2c(F)cccc2Cl)CCC1=O (configuration not stated) | 10.4
CCOC(=O)N1CCN(C(=O)CCCn2c(=S)[nH]c3ccsc3c2=O)CC1 | 8.9
CCC(CC)C(=O)c1c[nH]c(C(=O)NCc2ccncc2)c1 | -11.7

Remaining list, next part:
SMILES | E-sel TNF inh
O=C(NCc1cccnc1)c1ccc(-c2cc(Cl)ccc2Cl)o1 | -24.9
CCOc1ccc(NC(=O)CN(C)Cc2cc(=O)n3c(-c4ccccc4)csc3n2)cc1OCC | -66.0
NC(=O)COC(=O)c1cc(-c2cccs2)nn1-c1ccccc1 | -85.7
CC(NS(=O)(=O)/C=C/c1ccccc1)C(=O)NCCc1ccc(S(N)(=O)=O)cc1 (configuration not stated) | -11.1
CC(C)NS(=O)(=O)c1ccc(OCC(=O)Nc2ccc3c(c2)OCO3)cc1 | 12.6
CC(C)(CO)C(O)C(=O)NCCC#N (configuration not stated) | -19.1
COCCNc1nc2nonc2nc1NC(C)c1ccccc1Cl (configuration not stated) | -10.0
CN(C)c1nc(N(C)C)nc(N(C#N)CN2C(=O)c3ccccc3S2(=O)=O)n1 | -1.8
CCOc1ccc(NC(=O)NNC(=O)c2ccc(Cl)cc2Cl)cc1 | -37.7
COc1cc(-n2c(=O)c3ccccc3n(CC(=O)c3ccc(F)cc3)c2=O)cc(OC)c1OC | 11.5
O=C1CCCC/C1=C/NCc1ccc(F)cc1 | 15.1
CC(=O)N1CCN(S(=O)(=O)c2cccc(C(=O)Nc3nccs3)c2)CC1 | -22.1
Cc1cc(C)nc(N2CCCC(C(=O)NCc3ccccc3F)C2)n1 (configuration not stated) | 5.0
CCCCC(CCC(=O)O)(C(=O)OCC)c1csc(Nc2ccccc2)n1 (configuration not stated) | -2.7
Cc1oc(-c2ccccc2Cl)nc1CN1CCCN(C(=O)c2ccco2)CC1 | -17.2
O=c1oc2ccccc2n1Cc1ccccc1 | -13.8
Cc1ccc(C)c(NC(=O)c2nc(Cl)ccc2Cl)c1 | -52.4
CC1CN(C(=O)COC(=O)c2c(Cl)cccc2Cl)CC(C)O1 (configuration not stated) | 10.9
COC(=O)c1cc(NC(=O)c2ccccc2)c(=O)oc1/C=C/Nc1ccc(Oc2ccccc2)cc1 | 51.6
CCN(C(=O)COC(=O)/C=C/c1cccc([N+](=O)[O-])c1)c1ccccc1 | -41.3

5 compounds out of the list, arranged by molecular weight, low to high.
SMILES | E-sel TNF inh
CC(C)(CO)C(O)C(=O)NCCC#N (configuration not stated) | -19.1
NC(=O)COC(=O)c1cc(-c2cccs2)nn1-c1ccccc1 | -85.7
CCN(C(=O)COC(=O)/C=C/c1cccc([N+](=O)[O-])c1)c1ccccc1 | -41.3
CCOc1ccc(NC(=O)NNC(=O)c2ccc(Cl)cc2Cl)cc1 | -37.7
CCOc1ccc(NC(=O)CN(C)Cc2cc(=O)n3c(-c4ccccc4)csc3n2)cc1OCC | -66.0

Additional records follow.
SMILES | E-sel TNF inh
Cc1sc2nc(CSCC(=O)Nc3ccc(OC(F)F)cc3)[nH]c(=O)c2c1C | -24.6
COC(=O)c1c(C)nc(C)c(C(=O)OC)c1-c1cccs1 | 13.7
COc1ccc(/C=N\NC(=O)c2cccc([N+](=O)[O-])c2)cc1Cn1cc([N+](=O)[O-])cn1 | 26.3
COCCNC(=O)c1cc2cc(Cl)cc(Cl)c2oc1=O | -40.2
COC(=O)c1ccc(CNC(=O)COC(=O)c2ccc(N(C)C)cc2)cc1 | 23.8
CC1CCCC/C1=N\NC(=S)Nc1cccnc1 (configuration not stated) | 1.0
Cc1ccc(-c2cn3cccc(C)c3n2)cc1 | 7.8
CC(=O)Nc1cccc(OCC(=O)NCCC2=CCCCC2)c1 | -1.7
OCCC1CN(Cc2ccc3c(c2)CCO3)CCN1C1CCCC1 (configuration not stated) | -48.7
CN(C)NC(=O)C(NC(=O)c1ccccc1)C12CC3CC(CC(C3)C1)C2 (configuration not stated) | -34.7
CN(C)S(=O)(=O)c1cccc(C(=O)OCC(=O)NCc2ccc3c(c2)OCO3)c1 | 19.3
CN(C)C=NC(=O)c1cn(-c2ccc(F)cc2)c(=O)c2ccccc12 | -1.8
COc1cccc2c(=O)c3ccccc3oc12 | 17.3
Cc1sc2nc(CC(=O)N3CCCC3)[nH]c(=O)c2c1C | 3.8
Cc1cc(NC(=O)COC(=O)COc2ccc3c4c(c(=O)oc3c2)CCC4)no1 | -11.0
Cc1ccc(C(=O)O)cc1-c1ccc(/C=C2\SC(=O)N(CC(=O)Nc3ccccc3)C2=O)o1 | -24.7
CC(C)=Cc1oc2ccc([N+](=O)[O-])cc2c1N1CC(C)OC(C)C1 (configuration not stated) | -25.4
O=C(c1ccc(F)cc1)n1c(NCc2ccccc2)n[nH]c1=S | -5.7
O=C(Nc1ccc(Cl)cc1)N1CCN(c2ncccn2)CC1 | -2.2
O=C(NNC1=NCCC1)C1CC1 | 20.4
CCn1cc(C(=O)NNC(=O)c2ccc(Cl)cc2)c(=O)c2ccc(C)nc21 | -60.0
CCOc1ccc(N2C(=O)CC(SC(=NC)Nc3cccc(OC)c3)C2=O)cc1 (configuration not stated) | -3.7
COc1ccc(S(=O)(=O)N2CCOCC2)cc1NC(=O)COc1cccnc1[N+](=O)[O-] | -7.7
CN(C)CCCNC(=O)c1ccc(/C=N/O)nc1 | 6.1
CC(C)(C)NC(=O)CCCSc1nc2ccccc2s1 | -4.3
CC1CCc2c(sc3ncn(Cc4ccc(C(=O)O)cc4)c(=O)c23)C1 (configuration not stated) | 20.1
Cc1ccc(C(=O)CSc2nnc(C(C)C)n2C)cc1C | -6.5
CCN1CCN(C(=O)/C(C#N)=C/c2ccc(OC(F)F)cc2)CC1 | 11.1
CCN(C(=O)COC(=O)c1c(C)noc1C)C1CCS(=O)(=O)C1 (configuration not stated) | 42.9
O=C(Nc1cccnc1)c1ccc(C(=O)Nc2cccnc2)cc1 | -4.5
Cc1onc(-c2ccccc2)c1C(=O)OCC(=O)Nc1cc(S(=O)(=O)N2CCOCC2)ccc1Cl | 2.2
CCCNC(=O)c1ccc(Cn2cc(C(F)(F)F)ccc2=O)cc1 | -75.3
O=C(COC(=O)c1ccc(O)cc1)NCCCc1ccccc1 | 2.9
Cn1nc(-c2ccc(N3CCN(CCO)CC3)c([N+](=O)[O-])c2)c2ccccc2c1=O | 7.3
COCc1cc(N2CCOCC2)nc(SCc2ccc(Cl)cc2)n1 | 4.5
O=C(Cc1ccc([N+](=O)[O-])cc1)N1CCCCCC1 | 15.6
CCc1ccccc1NC(=O)Cn1nnc(C(=O)NCc2cccs2)c1N | 2.1
CCCCN(C(=O)/C=C/c1ccco1)c1c(N)n(CC(C)C)c(=O)[nH]c1=O | 7.9
COc1ccc(C(=O)N/C(=C\c2cc(OC)c(OC)cc2[N+](=O)[O-])C(=O)NCCO)cc1 | 5.5
O=C(O/N=C1\CCCc2ccccc21)C1CC1 | 15.4

2 consecutive entries from above, for reference:
SMILES | E-sel TNF inh
CCn1cc(C(=O)NNC(=O)c2ccc(Cl)cc2)c(=O)c2ccc(C)nc21 | -60.0
CCOc1ccc(N2C(=O)CC(SC(=NC)Nc3cccc(OC)c3)C2=O)cc1 (configuration not stated) | -3.7

Continued:
SMILES | E-sel TNF inh
CCOc1ccc(NC(=S)N(CCN2CCOCC2)Cc2cc3cc4c(cc3[nH]c2=O)OCCO4)cc1 | 5.3
Cc1cccnc1NC1CCCCC1 | -17.4
NC(=O)c1ccccc1NS(=O)(=O)c1ccc(F)cc1 | 8.7
CC(C)C(=O)NC(=S)/C=C1/N(C)c2ccccc2C1(C)C | 7.7
Cc1cc(C)n(-c2ccc(Cl)c(C(=O)O)c2)n1 | -19.6
Cc1ccc(NC(=O)c2cc(N3C(=O)CCC3=O)ccc2N2CCCCC2)cc1 | -23.0
O/N=C/c1nc2cc(Cl)ccc2o1 | -7.8
Cn1c(C(=O)O)cnc1Sc1ncc(C(F)(F)F)cc1Cl | 12.3
COCCCNC(=O)CSc1nc2c(sc3ccccc32)c(=O)n1CCCC(=O)NCC1CCCO1 (configuration not stated) | 15.6
COc1ccc(-n2cc(CNCCc3cnc[nH]3)c(-c3cccc(F)c3)n2)cc1 | -35.1
O=C(Nc1ccc(O)cc1)/C(=C\c1ccncc1)NC(=O)c1ccccc1 | -20.9
COC(=O)C1=C(C)N(CCc2c[nH]c3ccc(OC)cc23)C(=O)C1 | -26.9
Cc1cc(C)c2nc(SCC(=O)N(C)C3CCS(=O)(=O)C3)cc(C)c2c1 (configuration not stated) | -14.3
OCCNc1nc2ccccc2n1CC(O)c1ccccc1 (configuration not stated) | -16.4
CCCOc1ccc(C(=O)OCC(=O)c2c(N)n(C)c(=O)n(C)c2=O)cc1OCC | -40.8
O=C(CSc1ccc(-c2cccs2)nn1)c1cccs1 | 8.1
Cc1cc(SCNC(=O)c2ccccc2)nc(C(C)C)n1 | 6.9
CCOc1ccc(C(CC(=O)O)n2cnnn2)cc1 (configuration not stated) | 43.5
O=C(c1cccc(C(F)(F)F)c1)C1CCCN(C(=O)CCCN2CCCC2=O)C1 (configuration not stated) | -20.5
N#C/C(=C/c1cn(CC(=O)O)c2ccccc12)C(=O)NCc1ccccc1 | -7.0
CC(=O)Nc1ccc(NC(=O)C/C(C)=N/NC(N)=S)cc1 | 18.2
Cc1ccc2c(c1)Oc1ccc([N+](=O)[O-])cc1C(=O)N2 | -8.3
CCC(=O)Nc1cc2nn(-c3ccc(C)cc3)nc2cc1C | -36.0
Oc1c(Br)cc(Br)cc1C=NCc1ccc(F)cc1 | -35.4
Cc1ccc(NC(=O)CSc2nnc(N)s2)c([N+](=O)[O-])c1 | -10.6
CC(=O)Nc1cccc(-c2nnc3c4ccccc4c(C)nn23)c1 | -1.0
Cc1ccc2nc(C(=O)N3CCc4c([nH]c5ccccc45)C3c3ccccn3)cn2c1 (configuration not stated) | -3.1
CCNC(=O)NC(=O)C(C)OC(=O)CCS(=O)(=O)c1ccc(C)cc1 (configuration not stated) | -18.7
COc1cccc(CNn2cnnc2)c1O | -14.3
O=C(OCc1ccccc1)c1cccnc1Cl | -8.6
OC(CN1CCN(Cc2ccccc2)CC1)c1ccccc1 (configuration not stated) | -16.3
O=C(CC1SCCNC1=O)Nc1ccccc1Cl (configuration not stated) | -21.5
N=C1S/C(=C\c2ccc(O)cc2)C(=O)N1c1ccc(F)cc1 | 6.1
CN(C)CCN(Cc1ccco1)C(=O)c1cc2c(Cl)nc3ccccc3c2s1 | 22.8
CCN(CC)CCNC(=S)Nc1ccc2nc(N3CCCC3)cc(C)c2c1 | -16.9
CC(=O)Nc1ccc(NC(=O)Cc2sc(-c3cccnc3)nc2-c2ccc(C)cc2)cc1 | -14.4
CC(=O)Nc1c(O)nc(SC/C=C/CSc2nc(O)c(NC(C)=O)c(=O)[nH]2)[nH]c1=O | 4.2
COc1ccccc1C(=O)Oc1cc(C)[nH]c(=O)c1[N+](=O)[O-] | -5.0
Cc1cc2cc(CNC(=S)NC3CCCCC3)ccc2[nH]1 | -44.8
CCOC(=O)Cc1c(C)nc2c(-c3ccc(Cl)cc3)cnn2c1C | -20.9
COc1ccccc1-n1c(SCC(=O)N2CCOCC2)nc2cccnc21 | -21.2
CC(C)(C)C(=O)N1CCn2c1nc1ccccc12 | 31.7
c1ccc(CSc2ccc(-c3ccccn3)nn2)cc1 | 11.1
CC1Cc2ccccc2N1C(=O)CNc1ccccc1N1CCCCC1 (configuration not stated) | -37.5
Cc1ccc(CN=c2c([N+](=O)[O-])nn(-c3cccc(Cl)c3)n2O)cc1 | -11.1
CCOC(=O)C1=C(N)OC2=C(C(=O)CCC2)C1c1ccccc1OC (configuration not stated) | -1.8
CC(=O)O/N=C1\C(=O)N(Cc2ccc(C)cc2)c2ccccc21 | 4.0
C/C(=N/NC(=O)C(O)(c1ccccc1)c1ccccc1)c1ccc([N+](=O)[O-])o1 | -16.5
COc1ccc(C)cc1NC(=O)Cn1cnnn1 | 56.9
CCOC(=O)c1ccc(NC(=O)CCSCCc2ccccn2)cc1 | 19.0
CC(C)SCC(=O)Nc1ncc2c(n1)-c1ccccc1CC2 | 2.1
